High-throughput results (PubChem)
GalR3 antagonist = antagonists of human GalR3; AID 651719; 0.44% of 360,000 active; O60755; inhibition, % at 3 µM; HEK293 GalR3-CNG cAMP membrane potential fluorescence; galR3 body fused to GalR1 C-terminus;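 active = inhibition above the screen-wide average plus 3 SD, cut at about 13% in these data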;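 note: forskolin and galanin both at EC90 stimulate the cells; cAMP rise reported by CNG channel membrane potential dye signal; 0% = forskolin plus galanin with DMSO and 100% = forskolin alone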
Target sequence (O60755 1-299 limits assumed): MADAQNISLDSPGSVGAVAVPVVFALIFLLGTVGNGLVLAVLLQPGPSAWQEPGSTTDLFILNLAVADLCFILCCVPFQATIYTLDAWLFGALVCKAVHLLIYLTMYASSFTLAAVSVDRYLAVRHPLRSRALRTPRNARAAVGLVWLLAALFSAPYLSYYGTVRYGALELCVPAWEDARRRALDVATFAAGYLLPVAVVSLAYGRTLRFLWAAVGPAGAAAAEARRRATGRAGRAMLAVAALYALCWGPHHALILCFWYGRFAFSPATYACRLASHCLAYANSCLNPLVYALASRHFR
V1R ag counter = counter-screen for oxytocin receptor agonists: human V1a receptor agonists; 0.25% of 320,000 active; P37288; activation, % at 3 µM; CHO-V1R cells, Fluo-8 calcium fluorescence, agonist mode; 0% DMSO, 100% 3 nM vasopressin;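 active = activation above the mean activation of all tested compounds plus 3 SD, per screening run, cut at about 20% in these data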;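 note: signal is peak over basal fluorescence ratio across a 100 second FLIPR read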
VIM-2 inh = inhibitors of Pseudomonas aeruginosa VIM-2 metallo-beta-lactamase. purified VIM-2, nitrocefin hydrolysis, epi-absorbance fluorescence. inhibition, % at 5.6 µM. 0.89% of 290,000 active;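 active = inhibition above the mean of all tested compounds plus 3 SD, cutoff set per screening run, cut at about 7.5% in these data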;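 note: red hydrolysis product quenches plate fluorescence so inhibitors raise well fluorescence; 0% = enzyme with DMSO and 100% = DMSO without enzyme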
GPR7 antagonist = antagonists of human GPR7 (neuropeptides B/W receptor 1) | GPR7-expressing cells, fluorescence antagonist assay | inhibition, % at 4.4 µM | 1.1% of 290,000 active; in the data active = inhibition above about 16%, passing the limit was not always enough;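 note: cells stimulated with the agonist NPW; 0% = agonist with vehicle and 100% = vehicle without agonist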
Target sequence (P48145 whole entry, looked up): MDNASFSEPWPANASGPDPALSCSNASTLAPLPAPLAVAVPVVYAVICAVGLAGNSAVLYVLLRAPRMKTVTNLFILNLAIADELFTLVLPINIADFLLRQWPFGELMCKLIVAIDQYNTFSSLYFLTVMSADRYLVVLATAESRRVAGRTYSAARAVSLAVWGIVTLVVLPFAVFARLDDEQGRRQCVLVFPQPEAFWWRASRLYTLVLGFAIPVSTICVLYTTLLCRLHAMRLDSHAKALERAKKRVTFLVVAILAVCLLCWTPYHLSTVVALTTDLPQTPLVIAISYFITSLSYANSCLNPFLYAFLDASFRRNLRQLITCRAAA
OXTR agonist = agonists of human oxytocin receptor | AID 2435 | activation, % at 3 µM | CHO-OTR cells, Fluo-8 calcium fluorescence; normalized: DMSO 0%, oxytocin 100% | 0.32% of 320,000 active | P30559;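 active = activation above the mean of all tested compounds plus 3 SD, cutoff set per screening run, cut at about 20% in these data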;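 note: peak over basal fluorescence ratio from a 100 s FLIPR kinetic read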
Target sequence (P30559 whole entry, looked up): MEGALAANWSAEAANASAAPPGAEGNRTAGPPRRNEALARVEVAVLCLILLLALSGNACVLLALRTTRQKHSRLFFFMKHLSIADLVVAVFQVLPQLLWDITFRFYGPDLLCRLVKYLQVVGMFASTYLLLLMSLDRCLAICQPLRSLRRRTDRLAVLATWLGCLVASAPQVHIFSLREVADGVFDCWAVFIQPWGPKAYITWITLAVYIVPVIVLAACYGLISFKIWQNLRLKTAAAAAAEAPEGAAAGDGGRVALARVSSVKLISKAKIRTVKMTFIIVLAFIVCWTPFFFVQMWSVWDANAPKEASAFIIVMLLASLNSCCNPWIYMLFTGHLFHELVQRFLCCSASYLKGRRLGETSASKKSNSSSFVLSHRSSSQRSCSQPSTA
IMP-1 inh = inhibitors of Pseudomonas aeruginosa IMP-1 metallo-beta-lactamase | inhibition, % at 5.6 µM | AID 1556 | purified IMP-1, nitrocefin hydrolysis, epi-absorbance fluorescence | 0.45% of 290,000 active;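 active = inhibition above the mean plus 3 SD of all compounds in the same screening run, cut at about 4.5% in these data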;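 note: 0% = IMP-1 with DMSO and 100% = DMSO wells lacking enzyme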
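System: purified recombinant IMP-1 beta-lactamase. Medium: Zinc- and detergent-supplemented HEPES buffer, pH 7.1. Compound: one 5.6 µM dose […]. Schedule: 15 min preincubation plus 25 min reaction at 25 °C. Technique: Epi-absorbance fluorescence, 480 nm excitation, 530 nm emission.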
NS3 helicase inh = HCV NS3 helicase inhibition; 0.56% of 290,000 active; NS3 helicase DNA unwinding, Cy5 molecular beacon fluorescence; inhibition, % at 10.9 µM;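 active = inhibition above the mean of all tested compounds plus 3 SD, set per campaign, cut at about 35% in these data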;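 note: 0% = DMSO wells and 100% = thioflavine S control wells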
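Assay system – hepatitis C virus NS3 helicase domain fragment enzyme · Buffer or medium – MOPS pH 6.5, MgCl2, DTT, Tween20, BSA · Reagent – Cy5/quencher beacon DNA duplex and ATP to start · Compound – single 10.9 µM dose · Timing – 1 h at 25 °C · Technique – Cy5 beacon fluorescence read at start and 1 h · Measure – % inhibition of unwinding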
PHOSPHO1 block = PHOSPHO1 (human) inhibition; Q8TCT1; inhibition, % at 13.3 µM; 1.1% of 290,000 active; recombinant PHOSPHO1, absorbance phosphatase assay; in the data active = inhibition above about 60%
DNA FID counter = fluorescent intercalator displacement, NS3 helicase counter-screen; DNA fluorescent intercalator displacement, fluorescence; inhibition, % at 7.9 µM; 0.17% of 290,000 active; in the data active = inhibition above about 37%;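 note: 0% = vehicle and 100% = reference compound; higher means more ethidium bromide displaced from hairpin DNA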
Starred values were filed as active, the others as inactive; · = not tested or not shown.

The opening two compounds, to show the layout:
SMILES	GalR3 antagonist	V1R ag counter	VIM-2 inh	GPR7 antagonist	OXTR agonist	IMP-1 inh	NS3 helicase inh	PHOSPHO1 block	DNA FID counter
CC(=O)Nc1cc2nc(C)n(Cc3ccccc3[N+](=O)[O-])c2nc1C	-10	-0.2	-1.8	-10	0.2	-1.3	-6	25	0
CC(C)CNC(=O)COc1ncnc2sccc12	-5	0.5	-1.7	-7	-0.4	-3.4	0	32	2

Results, from the first entry:
SMILES	GalR3 antagonist	V1R ag counter	VIM-2 inh	GPR7 antagonist	OXTR agonist	IMP-1 inh	NS3 helicase inh	PHOSPHO1 block	DNA FID counter
CC(=O)Nc1cc2nc(C)n(Cc3ccccc3[N+](=O)[O-])c2nc1C	-10	-0.2	-1.8	-10	0.2	-1.3	-6	25	0
CC(C)CNC(=O)COc1ncnc2sccc12	-5	0.5	-1.7	-7	-0.4	-3.4	0	32	2
COC(=O)c1ccc(COc2ccc(F)cc2)o1	-13	0.1	-1.8	8	-0.7	-1.1	0	42	-3
CC(=O)Nc1ccc(S(=O)(=O)Nc2ccc(C(=O)NCC(=O)O)cc2)cc1	-7	0.2	-3.1	1	1.9	-2.0	-2	16	-1
CCN1CCN(C(=O)Cn2ncc3c([nH]c4ccccc43)c2=O)CC1	-6	0.3	1.3	-14	-0.2	-1.7	-1	49	-4
CCOc1ccccc1NC(=O)CCCc1nc2ccccc2c(=O)[nH]1	-5	0.3	0.9	1	-0.2	-1.1	-2	29	-11
COC(=O)COc1ccc(S(=O)(=O)NCCC2=CCCCC2)cc1	-5	2.6	-1.6	-7	1.9	-4.0	4	37	-19
Cc1c(Cc2ccccc2)sc(NC(=O)/C=C/c2cccc3ccccc23)c1C(N)=O	-2	0.2	-1.6	-6	1.3	-0.5	3	16	0
O=C(Nc1ccc(S(=O)(=O)N2CCCC2)cc1)c1ccc(CN2CCOCC2)cc1	107*	7.8	-4.0	16	7.4	-0.6	0	38	-13
Cn1c(=O)c2c(SCCN3CCOCC3)nc(C3CCCC3)nc2n(C)c1=O	5	0.5	-2.1	6	0.0	-2.5	-5	44	1
Cc1ccc(C(=O)C[n+]2cc(Br)cc(Br)c2)cc1	0	-0.5	0.5	-19	-0.5	-3.0	-9	-4	7
Cc1ccc(NC(=O)Nc2ccc3c(c2)nc(C)n3C)cc1C	·	0.5	0.5	12	0.1	-1.4	3	31	7
S=C(Nc1cccnc1)NC1CCCCCCC1	-1	1.5	-4.7	-1	1.2	-4.3	-4	-15	-6
COc1ccc(OC)c(S(=O)(=O)N2CCN(CC(O)COc3ccc(C#N)cc3)CC2)c1 (stereo not given)	-9	8.0	-2.2	-11	6.4	-1.1	-6	32	-17
CN(CC(=O)OCC(=O)NCc1ccccc1)S(=O)(=O)c1ccc(Cl)cc1	-2	1.4	-1.6	-8	0.0	-1.8	5	4	-12
Cc1cc(C)nc(NC(=S)Nc2ccccc2)n1	-2	3.7	-4.8	-5	-0.9	-1.5	0	1	-7
Cn1nc(C2CC2)cc1NC(=O)CC(CC(=O)O)c1ccccc1 (stereo not given)	-3	0.5	-1.8	-12	-1.4	-1.6	-2	25	2
COC(=O)C(Sc1nc(C)cc(C)c1C#N)c1ccccc1 (stereo not given)	-8	-0.6	-8.2	-20	-1.9	-3.1	-6	33	-12
Cn1[nH]c(C(F)(F)F)c(C=NCc2ccc(Cl)cc2)c1=O	2	-0.2	-5.5	-2	-0.7	-4.1	9	22	4
CC(=O)NCCOc1nc(N2CCCCC2)nc(N2CCCCC2)n1	-10	-0.7	-3.7	-6	-1.0	-2.5	7	37	-37
CC1CCCCN1C(=O)CCC(=O)Nc1nnc(C(F)(F)F)s1 (stereo not given)	-7	0.4	-1.8	-8	0.7	-1.4	8	18	-11
CCC(Sc1nc2n[nH]c(C)c2c(=N)n1-c1cccc(Cl)c1)C(=O)NCCOC (stereo not given)	0	6.0	-3.7	-1	4.1	-3.4	-6	48	-23
CCSC1=C(C#N)C(c2cccs2)C(C(=O)OC)=C(C)N1 (stereo not given)	-7	-1.2	-0.4	-12	-1.6	-0.3	-5	6	0
Cc1ccc(NC(=O)Nc2ccccc2)c(Br)c1	-6	-0.4	-2.5	-2	-3.2	-3.1	-3	-1	-3
COc1ccc2nc(NC(=O)c3ccccc3-c3ccccc3C(=O)O)sc2c1	-3	-0.9	-7.5	0	-0.4	-3.2	23	46	-16
O=C(CCCC1=NS(=O)(=O)c2ccccc2N1)Nc1ccccc1	0	1.2	-1.5	-8	0.4	-1.6	-3	21	-5
O=C(O)COc1ccccc1/C=N/NC(=O)CSc1nnc(SCc2ccc(Cl)cc2)s1	3	-0.1	-4.5	-11	0.4	-4.9	9	37	-30
O=C(NCc1cccnc1)c1cc(Sc2ccccc2Cl)nc2ccccc12	-5	9.0	-0.7	-4	4.2	-2.1	-6	-7	-14
COc1ccc(-c2nnn(CC(=O)N(C3CCCC3)C(C)C(=O)NC3CCCC3)n2)cc1OC (stereo not given)	-6	-0.2	-2.2	-9	-1.9	-5.4	6	-7	-20
C=CCOC(=O)C(=O)/C=C/c1csc2ccccc12	-3	1.3	3.0	-12	1.0	1.9	20	36	-28
CC(=O)c1ccc(-n2c(-c3cc(-c4ccco4)[nH]n3)n[nH]c2=S)cc1	-1	0.6	0.8	-5	-0.8	-1.8	6	97*	-24
Cc1cc(C(=O)CSC(C)c2nc3ccccc3c(=O)[nH]2)c(C)n1C (stereo not given)	0	-0.1	-1.9	-7	-0.7	-2.1	4	56	-1
O=C(CCCn1c(SCC(=O)NC2CCCCC2)nc2ccccc2c1=O)NCC1CCCO1 (stereo not given)	-4	0.0	-1.0	-2	-0.2	-1.9	-1	18	-24
CCOC(=O)N1CCN(c2ccc3nnnn3n2)CC1	-2	0.0	-1.4	-1	-0.2	-4.2	7	-9	1
CCOc1ccc(CC2S/C(=N/c3ccccn3)NC2=O)cc1 (stereo not given)	-9	-0.1	-2.4	-7	0.6	-3.5	6	-8	4
CC(NC(=O)/C=C/c1ccccc1)c1ccccc1 (stereo not given)	6	-0.8	-2.4	4	-2.2	0.0	1	37	-5

Complete entries, quoted from the list. Values in the order: GalR3 antagonist	V1R ag counter	VIM-2 inh	GPR7 antagonist	OXTR agonist	IMP-1 inh	NS3 helicase inh	PHOSPHO1 block	DNA FID counter
Cc1c(Cc2ccccc2)sc(NC(=O)/C=C/c2cccc3ccccc23)c1C(N)=O as listed: -2	0.2	-1.6	-6	1.3	-0.5	3	16	0
COC(=O)c1ccc(COc2ccc(F)cc2)o1 as listed: -13	0.1	-1.8	8	-0.7	-1.1	0	42	-3
CC(C)CNC(=O)COc1ncnc2sccc12 as listed: -5	0.5	-1.7	-7	-0.4	-3.4	0	32	2
Cn1nc(C2CC2)cc1NC(=O)CC(CC(=O)O)c1ccccc1 (stereo not given) as listed: -3	0.5	-1.8	-12	-1.4	-1.6	-2	25	2
O=C(Nc1ccc(S(=O)(=O)N2CCCC2)cc1)c1ccc(CN2CCOCC2)cc1 as listed: 107*	7.8	-4.0	16	7.4	-0.6	0	38	-13

Going on with the list.
SMILES	GalR3 antagonist	V1R ag counter	VIM-2 inh	GPR7 antagonist	OXTR agonist	IMP-1 inh	NS3 helicase inh	PHOSPHO1 block	DNA FID counter
O=C(Nc1nnc(COc2ccc(Br)cc2)s1)c1ccco1	-4	0.1	-1.0	-18	3.3	-0.6	13	37	1
O=C(CCC(=O)N1CCOCC1)Nc1ccc(Cl)c(Cl)c1	-4	1.0	-3.7	0	1.2	-1.5	6	24	-3
CSc1nccc(N2CCN(c3ccc(F)cc3)CC2)n1	-6	4.6	-3.0	5	2.0	-5.5	3	8	-7
Cc1ccc(N(CC(=O)NC(C)C)C(=O)CCC(=O)Nc2nccs2)c(C)c1	-11	-0.1	-1.1	5	-0.1	-1.1	1	37	-40
CC(C)(C)c1cc(OS(C)(=O)=O)ccc1O	-6	2.9	-1.6	-7	4.3	-1.0	6	-15	14
CC(C)c1ccc(O)c(NC(=S)NC(=O)c2ccc3c(c2)OCO3)c1	-5	1.0	-6.0	-21	-0.6	-5.9	-18	37	-18
CN(CC(=O)Nc1ccccc1N1CCOCC1)S(=O)(=O)c1ccc(F)cc1	-6	-1.0	-3.3	8	-1.9	-2.9	1	19	-24
Cc1nc(Nc2ccc(S(N)(=O)=O)cc2)sc1-c1ccccc1	-10	3.3	-2.3	-24	5.2	-0.6	-13	28	-3
COc1ccc(/C=N/n2nnnc2N)cc1OC	9	-0.2	1.1	-11	-0.9	-0.9	1	12	-2
Cc1ccc(OCc2cccc(S(=O)(=O)N(C)C)c2)c([N+](=O)[O-])n1	-7	8.2	-2.9	7	2.2	-1.6	-5	23	-4
CN1C(=O)/C(=C/c2coc3ccc(O)cc3c2=O)SC1=S	-7	3.4	-2.6	-7	1.4	-2.5	10	28	5
Cc1cc(C)cc(N(CC(=O)NCC2CCCO2)C(=O)CCC(=O)Nc2cc(C)on2)c1 (stereo not given)	-1	3.6	-0.5	-6	2.4	-2.6	-1	-2	-35
O=C(Cn1cnc2ccccc2c1=O)Nc1ccccc1N1CCOCC1	-4	0.3	0.0	-10	-0.5	-0.8	-11	48	-5
CC(C)C(C)NC(=O)CN1C(=O)NC(c2ccccc2)(c2ccccc2)C1=O (stereo not given)	-9	1.2	-3.7	8	0.9	-4.4	11	-7	-31
Cc1ccc(NC(=O)c2cc(C)n(-c3cccc(C)c3)c2C)cc1	2	-0.7	-2.0	-12	-1.9	-2.0	1	-2	-26
O=C(c1n[nH]c(=O)c2ccccc12)N1CCN(c2ccccc2Cl)CC1	-6	5.1	-2.0	-7	4.7	-1.3	-4	25	-20
Cc1ccc(-c2nnc(SCC(=O)NC3CC3)o2)cc1	-9	0.3	-3.2	-4	0.1	-2.5	-4	37	3
COC(=O)c1ccccc1CC1SC(N)=NC1=O (stereo not given)	-9	3.0	-0.4	-3	0.7	-0.7	-9	24	-5
CC(C)CC(=O)NC(=S)Nc1ccc(Cl)cn1	-4	-0.6	-1.6	-4	-2.4	-4.2	0	9	-4
O=C(NCC1CCCO1)C1CCN(CC2CCCCC2)CC1 (stereo not given)	-1	1.4	-2.3	-2	1.9	-1.8	-1	-21	6
CCOC(=O)Cc1cc(=O)n2[nH]c(-c3ccc(Cl)cc3)cc2n1	-7	-1.3	-3.5	-7	1.1	-3.5	10	13	-10
COc1cc(C(C)=O)ccc1OCC(=O)Nc1ccccc1N1CCCC1	-2	0.0	0.2	-7	-1.9	-3.8	-2	43	-33
